# From PubChem
# QS inhibitor = S. aureus quorum sensing inhibition; S. aureus RN6390 RNAIII-GFP reporter, AIP-induced, flow cytometry 3 h; inhibition, % at 2 µM; 24,000 compounds, 0.3% hits; AID 527;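 active = share of bacteria positive for the green fluorescent reporter and its mean brightness both inhibited by 50% or more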;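 note: 0% = AIP-stimulated control and 100% = unstimulated bacteria without AIP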
# QS inhibitor GFP MFI % = recorded beside QS inhibitor, whose call it bears; inhibition, %; measured here: inhibition of GFP MFI
# Starred values were filed as active, the others as inactive.
SMILES,QS inhibitor,QS inhibitor GFP MFI %
N#CC(C(=O)Nc1ccc(Cl)c(Cl)c1)=C1Nc2ccccc2N1,0,8
Cc1ccc2c(C)nc(Nc3nc(CSc4nnnn4-c4ccccc4)cc(=O)[nH]3)nc2c1,-1,7
Cc1ccc2nc(NC3=NCN(Cc4ccco4)CN3)nc(C)c2c1,-1,-10
O=C(C1CC(c2ccc(F)cc2)=NO1)N1CCN(c2ccccc2)CC1 (stereo unspecified),-1,-7
CCOc1cc(C)c(Cl)cc1S(=O)(=O)N(C)C,2,1
CCOc1ccc2nc(N3CCC(C(=O)N4CCN(c5ccccn5)CC4)CC3)sc2c1,-6,-9
COc1ccc(/C=C/C(=O)c2oc3ccc(F)cc3c2C)cc1,0,3
O=C(O)c1ccc2c(c1)C(=O)N(C(Cc1ccc(O)cc1)C(=O)O)C2=O (stereo unspecified),-3,-10
c1ccc(Cn2nnc3c(N4CCCCCC4)ncnc32)cc1,0,13
Cc1cc(NC(=O)c2cnn3cccnc23)no1,2,9
COC(=O)CN(c1ccc2c(c1)OCO2)S(C)(=O)=O,0,10
CN(C(=O)COC(=O)C1CCN(S(=O)(=O)c2cccs2)CC1)C1CCS(=O)(=O)C1 (stereo unspecified),-2,-14
COc1ccc(C2CC(c3ccc(F)cc3)Nc3nc(N)nn32)cc1 (stereo unspecified),-5,-2
O=C(CCNS(=O)(=O)c1cccc2nsnc12)NCCC1=CCCCC1,-1,-8
CC(=O)c1cccc(NC(=O)c2nccnc2C(=O)O)c1,-2,-17
O=C(c1ccc(Cl)c(F)c1F)N1CCCC1,0,15
COc1ccc(-c2cc(N)n(S(=O)(=O)c3c(F)c(F)c(F)c(F)c3F)n2)cc1OC,-3,-7
Cc1nn(C)c(C)c1CN(C)C(=O)c1cc2nc(-c3ccco3)cc(C(F)(F)F)n2n1,-1,-19
O=C(COc1ccccc1)Nc1ccccc1N1CCN(c2ccccc2)CC1,0,16
COc1ccc(-c2oc3ncn(CCN4CCOCC4)c(=N)c3c2-c2ccc(OC)cc2)cc1,53*,54*
C=CCOC(=O)c1[nH]c2c(c1C)C(=O)CC(c1ccco1)C2 (stereo unspecified),0,7
CCC(=O)N1CCCc2cc(S(=O)(=O)N3CCN(c4ccccc4F)CC3)ccc21,12,33
C=C(C)Cn1c(CCCNC(=O)CCC)nc2ccccc21,-1,3
Cn1c(=O)oc2cc(S(=O)(=O)N3CCCc4ccccc43)ccc21,-3,-9

# Brought forward from above: two compounds, then new ones.
SMILES,QS inhibitor,QS inhibitor GFP MFI %
C=C(C)Cn1c(CCCNC(=O)CCC)nc2ccccc21,-1,3
Cn1c(=O)oc2cc(S(=O)(=O)N3CCCc4ccccc43)ccc21,-3,-9
Cc1ccc(-c2nnc(N(C)C(=O)c3ccccn3)s2)cn1,0,-2
O=C(NCC1CCCO1)C1CCCCN1S(=O)(=O)c1ccc(F)cc1 (stereo unspecified),2,12
COc1ccccc1CNC(=O)C1CCC(CNc2c(N3CCOCC3)c(=O)c2=O)CC1 (stereo unspecified),-4,-45
O=c1ccn(CCOc2ccc(Cl)cc2)c(=O)[nH]1,0,8
Cn1c(Cn2c(=O)sc3ccccc32)nnc1SCC(N)=O,0,-15
O=C(NC1=NCCS1)C1CC(=O)N(c2ccc(F)cc2)C1 (stereo unspecified),-1,-5
Cc1cc(S(=O)(=O)N2CCN(Cc3ccc4c(c3)OCO4)CC2)cc(C)c1N1CCCC1=O,-8,-14
CCN(CC)CCNC(=O)C1CCC(=O)N(c2ccc(OC)cc2)C1c1ccc(F)cc1 (stereo unspecified),-2,-26
CCOc1ccccc1NC(=O)Cn1nnc(C(=O)NCc2ccco2)c1N,0,-6
COc1c(Cl)cc(Cl)cc1/C=N/n1cnnc1,5,7
O=C1C2CCCN2C(c2cccs2)N1c1ccc(Cl)cc1 (stereo unspecified),-1,-33
COc1ccccc1Cc1nc(-c2ccc(Br)o2)no1,-3,-13
CC1CCc2nn(CC(=O)NCc3ccco3)cc2C1 (stereo unspecified),4,24
Cc1cc(NC(=O)C23CCC(C)(c4nc5cc(Cl)c(Cl)cc5nc42)C3(C)C)no1 (stereo unspecified),2,2
CC(=O)Nc1nonc1NC(=O)CSc1ncn[nH]1,0,-10
O=C(NCc1ccccn1)C1CCN(S(=O)(=O)c2cccs2)CC1,-8,-31
COc1ccc(C(=O)N(CN2CCCC2=O)c2ccccc2OC)cc1OC,-3,0
Cc1cc(NC(=O)c2cnc3ccccn3c2=O)no1,-5,-4
Cc1cccc(N2CCN(C(=O)CCCn3c(=S)[nH]c4cc5c(cc4c3=O)OCO5)CC2)c1C,-13,-18
CS(=O)(=O)c1nc(-c2ccccc2)cc(C(F)(F)F)n1,-2,-42
Cc1cccc(NC(=O)C(NS(=O)(=O)c2ccc3c(c2)CCC(=O)N3)c2ccccc2)n1 (stereo unspecified),-1,-9
Cc1ccc(S(=O)(=O)N2CCCC(C(=O)O)C2)s1 (stereo unspecified),-6,-8
CC(=O)NC1=NC(=O)/C(=C/N2CCCCC2)S1,-1,0
Cc1nn(Cc2ccc(F)cc2)c(C)c1NC(=O)c1noc2c1CCCCC2,-6,-39
COC(=O)c1ccc(NC(=O)c2sc3nc(-c4ccccc4)cn3c2C)cc1,-5,-2
COc1ccc(C2C(C(=O)Nc3ccc(F)cc3)=C(C)Nc3nc(CCCO)nn32)cc1 (stereo unspecified),-3,-3
Cc1nc2ccccc2c(=O)n1NC(=O)c1ccc(F)cc1Cl,-2,-5
CC1CCCN(C(=O)Cn2c(-c3nonc3N)nc3ccccc32)C1 (stereo unspecified),5,13
CN(Cc1ccccc1)Cc1c[nH]c2ccccc12,0,-4
Cc1noc(C)c1S(=O)(=O)Nc1ccc(C(=O)N2CCc3ccccc3C2)cc1,-2,-16
CSc1nsc(SCC(=O)N2CCc3ccccc32)n1,0,-6
O=C(Cn1cnc2c(nnn2Cc2ccccc2F)c1=O)NCc1ccco1,-7,-12
O=C(O)C1C2C=CC(O2)C1C(=O)NCCCn1ccnc1 (stereo unspecified),-2,-3
CC(=O)NCc1nc2ccccc2n1C(C)C,1,8
CC1(C)CC(=O)C(C#N)=C(NCCCO)C1,0,-14
NC(=O)NC(=O)Nc1ccccc1Cl,1,14

# Look-ups from the list:
# Entry of CSc1nsc(SCC(=O)N2CCc3ccccc32)n1 in QS inhibitor GFP MFI %: -6
# Entry of COc1ccc(C2C(C(=O)Nc3ccc(F)cc3)=C(C)Nc3nc(CCCO)nn32)cc1 (stereo unspecified) in QS inhibitor: -3
# Entry of CN(Cc1ccccc1)Cc1c[nH]c2ccccc12 in QS inhibitor: 0
# Entry of O=C(O)C1C2C=CC(O2)C1C(=O)NCCCn1ccnc1 (stereo unspecified) in QS inhibitor GFP MFI %: -3

# Single records, from the list above. Order of screens: QS inhibitor	QS inhibitor GFP MFI %
# Listed for O=C(O)C1C2C=CC(O2)C1C(=O)NCCCn1ccnc1 (stereo unspecified) → -2	-3
# Listed for NC(=O)NC(=O)Nc1ccccc1Cl → 1	14
# Listed for Cc1nc2ccccc2c(=O)n1NC(=O)c1ccc(F)cc1Cl → -2	-5
# Listed for CC1CCCN(C(=O)Cn2c(-c3nonc3N)nc3ccccc32)C1 (stereo unspecified) → 5	13
# Listed for CSc1nsc(SCC(=O)N2CCc3ccccc32)n1 → 0	-6

# The listing continues.
SMILES,QS inhibitor,QS inhibitor GFP MFI %
O=C(CCCN1C(=O)c2ccccc2C1=O)NCc1cccnc1,-1,-32
COc1cc(C2CC(=O)NC(SCC(=O)Nc3ccccc3C)=C2C#N)ccc1O (stereo unspecified),-5,-13
FC(F)(F)c1cc(-c2ccco2)nc(NCc2ccccc2)n1,0,-6
CCOC(=O)Cc1nnc(NC(=O)C(CC)Sc2nncn2C)s1 (stereo unspecified),0,3
CCOC(=O)C1CCN(S(=O)(=O)c2ccc(NC(=O)OC)cc2)CC1,0,9
COc1ccccc1NC(=O)CN1C(=O)C2(OCCCO2)c2ccccc21,-1,8
Cc1ccc(-c2noc(CCC(=O)NCCc3ccccc3Cl)n2)cc1,-1,-2
CCOc1cc2[nH]c(=O)n(CCCCC(=O)NCc3ccco3)c(=O)c2cc1OCC,0,14
O=C1CC(N2CCN(C3CCc4ccccc4C3)CC2)C(=O)N1c1ccccc1 (stereo unspecified),-2,0
COc1ccccc1NC(=O)N(Cc1ccco1)Cc1cc2c(C)ccc(C)c2[nH]c1=O,2,4
Cc1cccc(C(=O)N2CCN(Cc3ccc4c(c3)OCO4)CC2)c1,11,13
O=C(NCc1ccccc1)c1cnc2n(c1=O)CCS2,-3,-2

# Exported with bars between the fields: two of the compounds above
Molecule | QS inhibitor | QS inhibitor GFP MFI %
FC(F)(F)c1cc(-c2ccco2)nc(NCc2ccccc2)n1 | 0 | -6
CCOC(=O)Cc1nnc(NC(=O)C(CC)Sc2nncn2C)s1 (stereo unspecified) | 0 | 3

# (further entries)
SMILES,QS inhibitor,QS inhibitor GFP MFI %
CCc1nn(CC(=O)NCCN2CCN(C)CC2)c(=O)c2cc3occc3n12,-5,-22
COC(=O)C1=C(C(=O)c2ccc(C)cc2)C(c2ccc(OC)c(OC)c2)n2nnnc2N1 (stereo unspecified),0,25
Cc1ccc2cc3cc(C(=O)NCCCN4CCc5ccccc5C4)oc3nc2c1,-2,-7
CC(C)Cc1cc(C(=O)NCCc2ccccc2)no1,9,14
CC(C)CC(NC(=O)C1CCCCC1)C(=O)NCc1ccccn1 (stereo unspecified),1,7
COC(=O)C(c1cc(OC)c(O)c(OC)c1)(N1CCNC(C)C1)C(F)(F)F (stereo unspecified),-2,6
CC(=O)c1c(OC(=O)c2ccco2)c2ccccc2n1C,0,-1
Cc1ccccc1S(=O)(=O)Cc1ccc(C(=O)N2CCN(c3ncccn3)CC2)o1,-1,-4
Cc1ccc(S(=O)(=O)N2CCN(C(=O)CN3CCOCC3)C2)cc1,8,-29
O=C(C1CC1)N1CCc2cc(Br)cc(S(=O)(=O)NCc3ccco3)c21,24,33
O=C(c1cc2nc(-c3ccco3)cc(C(F)(F)F)n2n1)N1CCN(c2ccccn2)CC1,0,-16
O=C(NCC(=O)N1CCCC1)c1cccs1,4,0
O=C(Nc1ccc2c(c1)OCCO2)c1cnc2n(c1=O)CCS2,2,4
O=C(C1CCCN(S(=O)(=O)c2cccnc2)C1)N1CCn2c1nc1ccccc12 (stereo unspecified),-1,-29
CCOC(=O)c1c(C2CCN(C(=O)OCC)CC2)nc2ccccn12,6,19
Cn1cc(C(=O)N2CCN(C(=O)c3ccco3)CC2)c2c3ccccc3n(C)c2c1=O,-1,-6
COc1ccc(C2NC(=O)c3n[nH]c(C)c32)c(OC)c1 (stereo unspecified),-7,-10
Cc1cc(=O)[nH]c(SCC(=O)Nc2nc3c(s2)CCCC3)n1,-1,-6
CCOc1ccc2[nH]c(C)c(CN3CCN(CC)CC3)c(=O)c2c1,9,28
COC(=O)c1ccc(C(=O)OC)c(NC(=O)c2cnc3n(c2=O)CCS3)c1,0,12
Cc1ccc2c(c1)N(CCC(=O)NCc1ccc3c(c1)OCO3)C(=O)CO2,0,0
Cn1cccc1Cc1nnc(SCC(=O)Nc2cccc(F)c2)n1-c1ccc(F)cc1,-11,-23
Cc1cc(Nc2ccccc2Br)n2nc(C)nc2n1,-7,-16
Cc1ccccc1-c1nc(CN2CCC(C(=O)NCCCN3CC(C)CC(C)C3)CC2)c(C)o1 (stereo unspecified),8,15
CN(C)c1nc(N(C)C)nc(N(C)C)n1,-2,-12
COc1ccc(CNC(=O)COC(=O)c2n[nH]c3ccccc23)cc1OC,4,10
Nn1c(SCC(=O)Nc2ccc(S(=O)(=O)N3CCCC3)cc2)nnc1C(F)(F)F,-3,-7
CCn1c(=O)cc(OCC(=O)Nc2nc(C)cs2)c2ccccc21,1,-4
Cn1c(=O)[nH]c2cc3ccccc3cc21,-10,-20
O=c1oc2ccc(Br)cc2cc1-c1nc2ccccc2o1,6,30
O=C(O)CCC(=O)N1CCc2cc(S(=O)(=O)NCc3cccs3)ccc21,-2,-11
COc1ccc(N(CC(=O)NCc2cccs2)S(=O)(=O)c2c(C)nn(C)c2C)cc1,-4,-5
Cc1ccc(C2CC(c3ccc(F)cc3)Nc3nc(N)nn32)cc1 (stereo unspecified),0,0
CCSC(SCC)[C@H](O)[C@@H](O)[C@H](O)[C@H](O)CO,-2,-5
Cc1ccc(Cn2ccc(NC(=O)c3cc(-c4ccc(Br)cc4)on3)n2)cc1,-2,0
CCc1ccc(N2CC(C(=O)OCC(=O)NC3CCS(=O)(=O)C3)CC2=O)cc1 (stereo unspecified),0,-11
COc1ccc(S(=O)(=O)N2CCCN(CC(=O)Nc3ccc4c(c3)OCO4)CC2)cc1,-2,-6
CCOc1ccc(NC(=O)C2CCCN(S(=O)(=O)c3c(C)n[nH]c3C)C2)cc1 (stereo unspecified),-3,-18
Cc1ccc2c(c1)NC(=O)C(CC(=O)NCCCN1CCc3ccccc3C1)O2 (stereo unspecified),0,3
Cc1ccc(C)c(C(=O)CC2(O)C(=O)Nc3ccccc32)c1 (stereo unspecified),-1,0
Cn1nc(-c2ccc(Cl)cc2)c2cc(C(=O)NCCCN3CCCC3)sc21,-1,2
Cc1cc(S(=O)(=O)Nc2cccc(O)c2)c(C)s1,2,0
CC(=O)c1cc2c(cc1NC(=O)CN1CCCCCCC1)OCO2,-4,-21
CCC(=O)N1CCNC(=O)C1CC(=O)Nc1ccc(C)c(Cl)c1 (stereo unspecified),-1,-2
CC1CCC(NC(=O)c2ccc(N3CCCC3=O)cc2)CC1 (stereo unspecified),2,14
CCOC(=O)N1CCN(C(=O)CSc2nnc(-c3ccccc3OC)o2)CC1,-2,-15
CCn1nc(C(=O)O)c(=O)c2cc3c(cc21)OCO3,-1,-10
CCCOc1c(OC)cccc1C1CC(=O)Nc2cc3c(cc21)OCCO3 (stereo unspecified),11,22
Cc1ccc(NC(=O)C2CC(=O)NC(N3CCc4ccccc43)=N2)cc1 (stereo unspecified),-2,-6
O=C(CN1CCOc2ccccc21)N1CCC(Cc2ccccc2)CC1,1,12
C=CCn1c(SCc2cccc(C#N)c2)nnc1-c1ccccc1O,2,17
CC(C)(C)NC(=O)Nc1ccccc1C(N)=O,1,2
CCOC(=O)N1CCN(CC(=O)c2c(C)[nH]c3ccccc23)CC1,-1,7
COc1ccc(C(=O)N2CCN(C3CCC(c4ccccc4)CC3)CC2)cc1OC (stereo unspecified),-3,-8
C=CCn1c(-c2ccccc2)c[nH]c1=S,-1,-12
CCOC(=O)C1=C(C)N(C)C(=O)NC1c1ccccc1OC (stereo unspecified),-5,-3

# The list is partial, so the mix of outcomes need not match the whole.
